# TEAD-YAP block: TEAD-YAP interaction inhibition; HEK-TIYL cells, TEAD-Gal4/YAP UAS-luciferase luminescence; inhibition, % at 9.12 µM; 1.4% of 640,000 active; in the data active = inhibition above about 32%;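 note: 0% = median of test compound wells and 100% = reference inhibitor wells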
# FBW7 act: human FBW7 E3 ligase activation, primary screen; normalized activity (activation), % at 26.1 µM; 0.13% of 650,000 active; AID 1259310; Q969H0; AlphaScreen FBW7–phospho-cyclin E peptide binding, activator screen; in the data active = normalized activity above about 1.9%;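 note: purified mutant Fbw7 with reduced substrate affinity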
# Target sequence (Q969H0 whole entry, looked up): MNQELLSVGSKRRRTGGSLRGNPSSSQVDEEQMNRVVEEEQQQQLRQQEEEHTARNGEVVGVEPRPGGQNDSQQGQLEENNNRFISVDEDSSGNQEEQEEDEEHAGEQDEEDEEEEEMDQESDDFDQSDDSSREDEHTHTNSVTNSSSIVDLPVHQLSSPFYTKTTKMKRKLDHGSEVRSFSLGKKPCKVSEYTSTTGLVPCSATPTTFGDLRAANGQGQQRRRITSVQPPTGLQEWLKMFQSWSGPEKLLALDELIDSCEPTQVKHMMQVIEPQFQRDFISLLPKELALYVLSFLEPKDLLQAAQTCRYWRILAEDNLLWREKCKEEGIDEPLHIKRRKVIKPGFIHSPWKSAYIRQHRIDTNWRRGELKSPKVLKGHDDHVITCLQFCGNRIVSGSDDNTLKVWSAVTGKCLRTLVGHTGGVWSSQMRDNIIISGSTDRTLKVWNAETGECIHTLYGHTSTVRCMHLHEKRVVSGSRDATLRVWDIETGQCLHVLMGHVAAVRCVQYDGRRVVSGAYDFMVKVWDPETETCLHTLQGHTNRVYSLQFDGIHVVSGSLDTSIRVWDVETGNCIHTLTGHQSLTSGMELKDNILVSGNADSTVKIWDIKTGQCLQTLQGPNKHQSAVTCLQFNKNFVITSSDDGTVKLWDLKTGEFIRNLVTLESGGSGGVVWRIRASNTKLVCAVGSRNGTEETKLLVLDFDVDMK
# GPR151 ag: human GPR151 activation; Q8TDV0; PathHunter beta-arrestin GPR151 cells, luminescence; activation, % at 11.2 µM; 1% of 650,000 active; AID 1508602; in the data active = activation above about 4.9%;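 note: 0% = median of compound wells and 100% = cells with positive control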
# Target sequence (Q8TDV0 whole entry, looked up): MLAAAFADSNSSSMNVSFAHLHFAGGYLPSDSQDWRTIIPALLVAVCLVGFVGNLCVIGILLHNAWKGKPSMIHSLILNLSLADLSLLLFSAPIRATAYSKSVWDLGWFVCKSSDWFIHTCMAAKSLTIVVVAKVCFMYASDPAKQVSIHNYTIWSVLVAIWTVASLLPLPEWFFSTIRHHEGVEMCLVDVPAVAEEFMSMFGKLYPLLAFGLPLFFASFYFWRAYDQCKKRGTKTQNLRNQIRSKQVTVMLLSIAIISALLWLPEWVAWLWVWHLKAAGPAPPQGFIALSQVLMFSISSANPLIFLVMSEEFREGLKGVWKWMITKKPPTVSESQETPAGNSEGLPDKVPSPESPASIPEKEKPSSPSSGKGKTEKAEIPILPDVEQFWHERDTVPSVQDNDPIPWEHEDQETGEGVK
# MITF primary: blocks human microphthalmia-associated transcription factor | O75030 | AlphaScreen MITF homodimerization, bead proximity signal | inhibition, % at 2.6 µM | 0.91% of 650,000 active | AID 1259374; in the data active = inhibition above about 50%;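 note: 0% = vehicle wells with protein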
# * = called active by the depositor.
SMILES,TEAD-YAP block,FBW7 act,GPR151 ag,MITF primary
CCSc1nnc2c(n1)OC(c1c(OC)ccc3ccccc13)Nc1ccccc1-2 (stereo not given),-10,0.4,-0.3,4
Cc1cc(/C=C2/SC(=Nc3ccccc3)NC2=O)c(C)n1-c1cccc([N+](=O)[O-])c1,5,0.1,0.6,7
c1ccc(-c2nc3nonc3c3nc4ccccc4n23)cc1,4,0.8,-0.3,11
Cc1cc[n+](-c2[nH]c(=O)sc2/C=N/NC(=O)c2ccccc2O)cc1,-8,0.0,-1.1,13
O=C(O)C1C2C=CC(O2)C1C(=O)Nc1nccs1 (stereo not given),-5,-0.1,0.3,82*
CC1=C(C(=O)OC(C)(C)C)C(c2ccc3c(c2)OCCO3)NC(=S)N1 (stereo not given),-7,0.0,0.9,4
CCn1c2ccccc2c2cc(CN3CCN(S(=O)(=O)c4ccccc4)CC3)ccc21,11,-0.1,0.8,23
CCOc1ccc(C2C(C(=O)OC)=CN(C3CCCC3)C=C2C(=O)OC)cc1Cl,-5,0.1,4.0,-4
COc1cc(S(=O)(=O)n2ccc(C)n2)ccc1F,5,-0.1,1.9,16
c1ccc(Nc2nc(NCCN3CCOCC3)nc3c2ncn3-c2ccsc2)cc1,25,-0.1,1.0,10
CC1CCCN(C(=O)C(Cc2ccccc2)n2cccc2)C1 (stereo not given),-11,0.0,-0.8,13
O=C1CCC(c2ccccc2)N1C(=O)c1ccc(Cl)cc1 (stereo not given),6,0.4,-0.3,22
O=C(NC(c1ccccn1)c1cccs1)C1CCN(C(=O)c2ccco2)CC1 (stereo not given),1,0.0,1.5,4
CN1CCN(/N=C/c2nc(-c3ccc(Cl)cc3)n3ccccc23)CC1,-20,-0.3,-1.0,-2
COC(=O)CNC(=O)COC(=O)c1ccc(OC)cc1,1,0.1,0.5,6

# Record cards (already shown). Screens in order: TEAD-YAP block	FBW7 act	GPR151 ag	MITF primary
# `Cc1cc(/C=C2/SC(=Nc3ccccc3)NC2=O)c(C)n1-c1cccc([N+](=O)[O-])c1` across the screens: 5	0.1	0.6	7
# `COc1cc(S(=O)(=O)n2ccc(C)n2)ccc1F` across the screens: 5	-0.1	1.9	16
# `O=C(O)C1C2C=CC(O2)C1C(=O)Nc1nccs1` (stereo not given) across the screens: -5	-0.1	0.3	82*

# Later entries:
SMILES,TEAD-YAP block,FBW7 act,GPR151 ag,MITF primary
CC(NC(=O)c1cccc(OC2CCN(C(=O)C3CC3)CC2)c1)c1ccccc1Cl (stereo not given),-12,0.0,2.0,13
O=C(Cc1ccc([N+](=O)[O-])cc1)N/N=C/c1cccc([N+](=O)[O-])c1,-5,0.6,-1.3,16
Cc1nc2cc(-c3cccc(F)c3)nn2c(C)c1CCC(=O)Nc1ccc2c(c1)OCCO2,15,0.0,-0.6,11
CCOc1ccc(NC(=O)c2ccc3c(=O)n(-c4cc(OC)ccc4OC)c(=S)[nH]c3c2)cc1,0,0.1,1.9,12
COc1ccc(/C=C/c2nc(C)c(-c3ccccc3)c(=O)[nH]2)cc1,5,0.2,0.6,-9
Nn1c(-c2ccncc2)nncc1=O,2,0.0,-0.3,6
O=C(NC(=O)C(F)(F)F)Oc1ccc(Cl)cc1,7,-0.2,-0.5,0
CCCNC(=O)c1ccnc(-c2ccc(C(=O)N3CCN(C)CC3)cc2)c1,-2,0.0,1.3,-7
CN1C(=O)c2ccc(C(=O)Nc3nccs3)cc2C1=O,2,-0.1,-0.2,-13
Cc1cc(=O)oc2cc(OCC(=O)N3CCCCC3)ccc12,4,0.0,1.6,6
COc1cccc(NC(=O)c2ccc(F)c(S(=O)(=O)N3CCc4ccccc4C3)c2)c1,-7,-0.2,0.9,2
N#C/C(=C1\C(=O)Nc2ccccc21)c1ccccn1,7,0.0,0.0,0
COc1ccc(S(=O)(=O)Nc2ccc(Cl)cn2)c(C)c1C,-4,-0.1,-0.1,2
O=S(=O)(c1cc(Br)c(Br)s1)N1CCN(Cc2ccc3c(c2)OCO3)CC1,1,0.1,-1.8,-1
Cc1ccc(C)c2c1CC(C)(C)NC2=S,0,-0.2,-1.0,70*
Cc1cc(Cl)ccc1NC(=O)N[C@H]1C[C@H]2C(=O)N[C@H](CC(C)C)C(=O)N2C1,2,0.1,-0.6,18
CC(C)C(=O)NCCCN1CCN(c2ccccc2)CC1,3,0.1,0.3,7
O=C(CC1C(=O)NCCN1C1Cc2ccccc2C1)NCC1(c2ccccc2)CCCC1 (stereo not given),8,0.0,-0.3,8
COC(=O)c1ccccc1NC(=O)NNC(=O)OC(C)(C)C,3,-0.1,0.8,-18
O=C1NC(=O)c2c1cccc2C(=O)Nc1ccccc1,-29,0.0,-1.2,-4
CN(C)c1cc(Nc2ccccc2)c2c3c(onc13)-c1ccccc1C2=O,-2,-0.6,0.8,23
O=C(CN1CCCCC1)n1c2c(c3ccccc31)CCCC2,-11,-0.2,0.0,-1
N#Cc1cc2cc3c(cc2nc1SCC(=O)NCc1cccs1)OCCO3,46*,0.7,-0.8,7
Cc1ccc(/C=N/N2C(=O)c3ccccc3C2=O)s1,6,1.0,-0.2,11
O=C1Cc2ccccc2C(c2c(Cl)cccc2Cl)N1 (stereo not given),16,0.7,-1.5,15
Cc1cc(C(=O)NCc2cccn2C)nn1C,1,-0.2,2.8,-2
CC(=O)NCCNS(=O)(=O)c1ccc(Cl)s1,0,-0.2,2.1,-1
CC(C)CNc1ncc(-c2ccc3ccccc3c2)n2ccnc12,3,-0.2,0.6,-7
CCN(CC)CCN1C(=O)C(O)=C(C(=O)c2ccco2)C1c1ccco1 (stereo not given),-6,-0.1,2.6,-2
O=C(NNS(=O)(=O)c1ccc([N+](=O)[O-])cc1)c1cccc(Cl)c1,-3,0.0,-0.6,-7
Cc1ccc(-c2csc(NC(=O)C3CCCCC3C(=O)O)n2)c(C)c1 (stereo not given),-4,0.0,-1.1,3
COc1ccc(S(=O)(=O)Nc2ccc(S(=O)(=O)N(C)C)cc2)cc1[N+](=O)[O-],1,-0.1,0.9,10
COc1cccc(CNC(=O)c2cnc3cc(-c4ncnc5[nH]ccc45)ccn23)c1,1,-0.3,-0.7,25
CCSc1nnc2c3ccccc3n(CC)c2n1,4,-0.1,-1.8,14
CC(=O)c1sc(CC(=O)Nc2ccc(C)cc2)nc1C,5,-0.1,0.7,-2
CCOC(=O)c1c(NC(=O)CSc2nc3cccnc3n2C)sc(C(C)=O)c1C,2,-0.1,-0.2,6
CC(NC(=S)NNS(=O)(=O)c1cccc([N+](=O)[O-])c1)c1ccccc1 (stereo not given),-10,0.5,-0.8,-16
Cc1cc(C)nc(Sc2ccc(NC(=O)/C=C\C(=O)O)cc2)n1,-5,0.2,0.4,9
O=C(Cc1ccccc1)c1ccc(O)c(CN2CCCCC2)c1O,5,-0.2,1.0,8
Cn1c(=O)oc2cc(S(=O)(=O)N3CCCC(C(=O)N4CCCC4)C3)ccc21 (stereo not given),7,0.7,-1.0,7
O=C(Nc1c(-c2ccccc2)nc2ccccn12)c1ccccc1Br,1,0.3,-0.2,10
CNC(=S)N/N=C/c1ccccc1[N+](=O)[O-],4,-0.1,2.0,5
CCC1(C)Cc2c(sc3nc(SCC(=O)c4ccccc4)nc(N)c23)CO1 (stereo not given),-16,0.0,-1.8,-20
COc1cc(NC(=O)c2ccc3nc(Nc4ccc(-n5ccnc5)cc4)sc3c2)cc(OC)c1OC,3,-0.1,0.5,57*
CC1=C(C(=O)OCCc2ccccc2)C(c2cccc(O)c2)NC(=O)N1 (stereo not given),-8,0.4,-1.3,12

# Shown tab-delimited: entries from further up.
molecule	TEAD-YAP block	FBW7 act	GPR151 ag	MITF primary
O=C(NC(c1ccccn1)c1cccs1)C1CCN(C(=O)c2ccco2)CC1 (stereo not given)	1	0.0	1.5	4
CC(=O)c1sc(CC(=O)Nc2ccc(C)cc2)nc1C	5	-0.1	0.7	-2
CCOc1ccc(C2C(C(=O)OC)=CN(C3CCCC3)C=C2C(=O)OC)cc1Cl	-5	0.1	4.0	-4

# Other records follow.
SMILES,TEAD-YAP block,FBW7 act,GPR151 ag,MITF primary
Cc1cccc(C)c1OCCOCCNC(C)(C)C,7,0.1,1.1,43
COc1ccc(N2CCN(C(=O)Nc3c[nH]c4ccccc34)CC2)cc1,10,-0.4,0.1,-9
CCn1c(C(=O)O)c(CC(=O)Nc2ccccc2F)c2ccccc21,9,-0.1,-0.4,-10
CC(C)C(=O)N1CCCC(c2ccnc3ncnn23)C1 (stereo not given),3,0.0,-0.4,6
O=C(Nc1ccc(I)cc1)c1cc2ccccc2o1,-40,0.1,-1.0,13
Cc1cccc(-n2nc3c(c2NC(=O)c2cc(Cl)ccc2[N+](=O)[O-])CS(=O)(=O)C3)c1C,-7,0.0,3.8,6
CCN1/C(=C/c2ccc3cc(C)ccc3[n+]2CC)Sc2cc(NC(C)=O)ccc21,10,-0.3,0.2,20
Cc1cc(NC(=O)COC(=O)c2ccc(OC(F)(F)F)cc2)no1,6,-0.1,3.8,2
CCN1CCN(CCOCCOc2ccccc2C#N)CC1,1,0.0,0.4,46
CCOC(=O)c1c(-c2ccccc2)oc2ccc(NS(=O)(=O)c3ccccc3)cc12,0,-0.1,-0.5,-5
CC(=O)N1CCc2c(sc(NC(=O)c3ccccc3Cl)c2C#N)C1,11,-0.1,2.9,-8
COc1ccc(C2=CC(c3cc(OC)c(OC)c(OC)c3)NC(=S)N2)cc1 (stereo not given),-1,-0.2,-1.1,-4
Cc1cccc2c(C(=O)N3CCOCC3)cc(-c3ccccc3)nc12,-12,0.0,0.2,-5
NNC(=O)C(=O)Nc1ccc(Cl)cc1,-13,0.6,1.8,1
Cc1ccc(C(=O)NC=C(Cl)Cl)cc1,-2,0.1,0.6,17

# Of the compounds above, these contain a tert-butyl group:
SMILES,TEAD-YAP block,FBW7 act,GPR151 ag,MITF primary
CC1=C(C(=O)OC(C)(C)C)C(c2ccc3c(c2)OCCO3)NC(=S)N1 (stereo not given),-7,0.0,0.9,4
COC(=O)c1ccccc1NC(=O)NNC(=O)OC(C)(C)C,3,-0.1,0.8,-18
Cc1cccc(C)c1OCCOCCNC(C)(C)C,7,0.1,1.1,43

# Next section.
SMILES,TEAD-YAP block,FBW7 act,GPR151 ag,MITF primary
CCOc1cc(S(=O)(=O)NCc2ccc3c(c2)OCO3)ccc1F,-4,0.0,0.6,14
Cc1cc(OCC(=O)NC(Cc2c[nH]c3ccccc23)C(=O)O)ccc1Cl (stereo not given),-7,-0.1,-0.2,3
O=C(Oc1ccccc1C(=S)N1CCOCC1)c1ccc([N+](=O)[O-])cc1,11,0.1,0.3,-1
CC(C)CNS(=O)(=O)c1ccc(S(=O)(=O)N2CCN(C3CCCC3)CC2)cc1,-2,-0.1,0.7,-2
COc1ccc(CC2(CO)CCN(Cc3cnc(C)s3)CC2)cc1,13,0.3,-1.6,1
CC(NC(=O)CSc1nncs1)C12CC3CC(CC(C3)C1)C2 (stereo not given),-8,-0.1,-0.8,-3
COc1ccc(-c2noc(-c3ccc(Cl)cc3)n2)cc1,-33,-0.1,0.7,10
COc1ccc2[nH]c(=O)c(CN(Cc3nnnn3Cc3ccco3)C3CCCC3)cc2c1,3,-0.4,0.0,-4
COc1cc(C(=O)Nc2ccc(NC(=O)c3ccc(C(C)(C)C)cc3)cc2)cc(OC)c1OC,25,-0.1,0.5,3
CSc1ccccc1NC(=O)CN(c1ccc2c(c1)OCO2)S(C)(=O)=O,-7,0.0,0.1,5
NNC(=O)C1SCCN1c1ccccc1 (stereo not given),3,0.3,0.2,5
CCCC1=C(C(=O)OCC)C(c2cccc(F)c2)C(C#N)=C(N)O1 (stereo not given),-3,0.0,0.8,-2
O=C(NCCCCc1ccccc1)C1CC(=O)N(c2ccc(Br)cc2)C1 (stereo not given),-8,0.2,-0.4,-4
COC(=O)c1sccc1NC(=O)c1cccc2ccccc12,5,-0.1,-1.5,-3
CCOC(=O)c1cnn(-c2ccccc2)c1NC(=O)Cc1ccc(F)cc1,-6,0.3,-0.7,7

# 2 records drawn at random from those above:
SMILES,TEAD-YAP block,FBW7 act,GPR151 ag,MITF primary
COc1ccc(CC2(CO)CCN(Cc3cnc(C)s3)CC2)cc1,13,0.3,-1.6,1
NNC(=O)C1SCCN1c1ccccc1 (stereo not given),3,0.3,0.2,5

# Continued:
SMILES,TEAD-YAP block,FBW7 act,GPR151 ag,MITF primary
COc1ccc(OC)c(/C=N/NC(=O)CNC(=O)c2cc(OC)c(OC)c(OC)c2)c1,-4,-0.1,0.4,1
COc1ccc(OC)c(-c2csc(-c3ccccn3)n2)c1,-9,1.3,3.9,17
COc1ccc([N+](=O)[O-])cc1NC(=O)c1c(F)cccc1F,10,0.2,0.2,9
CCOC(=O)CCNC(=O)CNC(=O)OCc1ccccc1,6,-0.1,0.2,0
Cc1nc(NC(=O)Cn2c(=O)oc3cc(Cl)ccc32)sc1C,-40,0.1,-0.2,3
COc1ccc(N(C=NC#N)CC(=O)c2ccccc2)cc1,31,0.7,-1.2,2
O=C1C(=O)N(CCCN2CCOCC2)C(c2ccccc2)/C1=C(/O)c1ccc(S(=O)(=O)N2CCOCC2)cc1 (stereo not given),-1,0.1,-0.1,-8
Cc1cc(C)nc(SCC(=O)N/N=C/c2ccc(N3CCCC3)cc2C)n1,2,-0.1,1.7,-5
Clc1ccc(-c2nn3c(Cn4cnc5ccccc54)nnc3s2)cc1,-4,0.0,-1.9,14
COCCn1c(=N)c(C(=O)NC2CCCCC2)cc2c(=O)n3cccc(C)c3nc21,-12,0.0,0.1,-8
CCCc1nc2cccnc2n1C1CCN(Cc2nc3ccccc3n2C)CC1,4,0.2,0.2,13
CC(C)(C)C1CC=C2C(C#N)=C(N)C(C#N)(C#N)C(c3ccc(Cl)cc3)C2C1 (stereo not given),1,0.3,-0.2,3

# Compound activity deposited in PubChem by The Scripps Research Institute Molecular Screening Center.
